OXTR potentiate – human OXTR potentiators, primary screen, fluorescence, CHO-OTR cells, Fluo-8 calcium; Fluo-8 calcium fluorescence, potentiator mode; 0% = oxytocin EC15, 100% = EC100; activation, % at 3 µM; 0.061% of 320,000 active;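 active = activation above that plate's cutoff, the mean activation of tested compounds plus 3 SD, cut at about 6.6% in these data, passing the limit was not always enough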;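 also: 100% uses oxytocin at 75 nM as the full agonist control; some results filed as inactive read as strong as hits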
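Replication – single well per compound, singlicate · Assay system – CHO cell line stably expressing human OTR · Timing – 6 min pre-incubation, 100 s read · Measure – normalized max/min fluorescence ratio, % activation · Doses – 3.0 µM, one dose · Detection – Fluo-8 calcium dye fluorescence · Probe or stimulus – oxytocin near EC15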
CHRM1 antagonist – human M1 muscarinic receptor antagonists, primary screen, CHO-K1 cells, Fluo-8 calcium fluorescence, 1536-well. Muscarinic acetylcholine receptor M1 (Homo sapiens), P11229. CHO-K1 hM1, ACh EC80 antagonist. inhibition, % at 3 µM. 1.3% of 360,000 active. AID 588852, 2011;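 active = percent inhibition above its own plate's cutoff, namely the mean of that plate's compound wells plus 3 SD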;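 also: peak over basal fluorescence ratio during 140 s after agonist addition; 0% = ACh EC80 plus DMSO and 100% = DMSO alone without agonist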
Target sequence (P11229 whole entry, looked up): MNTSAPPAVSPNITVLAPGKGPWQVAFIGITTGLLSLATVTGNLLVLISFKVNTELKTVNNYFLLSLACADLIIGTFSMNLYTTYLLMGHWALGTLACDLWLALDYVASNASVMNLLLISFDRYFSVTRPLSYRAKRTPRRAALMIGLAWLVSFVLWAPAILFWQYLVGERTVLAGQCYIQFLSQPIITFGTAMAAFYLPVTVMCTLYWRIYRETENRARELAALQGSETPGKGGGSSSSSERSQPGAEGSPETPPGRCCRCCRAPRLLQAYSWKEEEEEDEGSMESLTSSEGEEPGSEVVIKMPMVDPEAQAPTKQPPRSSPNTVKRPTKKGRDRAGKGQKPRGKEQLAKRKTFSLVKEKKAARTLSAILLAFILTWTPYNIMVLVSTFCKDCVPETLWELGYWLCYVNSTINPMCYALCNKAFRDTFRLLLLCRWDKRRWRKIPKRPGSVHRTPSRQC
M1 ag parental – counter-screen for M1 agonists: effect in parental CHO-K1 cells; activation, % at 3 µM; 0.48% of 360,000 active; Fluo-8 calcium fluorescence; scaled to maximal ATP response, vehicle zero; in the data active = activation above about 15%;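 also: untransfected CHO-K1 host cells lacking M1 receptor as counterscreen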
CHRM1 agonist – human M1 muscarinic receptor agonists, primary screen, Fluo-8 calcium fluorescence, CHO-K1 cells, HTS; Muscarinic acetylcholine receptor M1 (Homo sapiens), P11229; CHO-K1 hM1, agonist mode; 0% DMSO, 100% acetylcholine EC100; activation, % at 3 µM; 0.33% of 360,000 active;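 active = activation above the run's mean compound activation plus 3 SD, cut at about 16% in these data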;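 also: peak over basal fluorescence ratio within a 140 s kinetic read after compound addition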
M4 ag – human M4 muscarinic receptor agonists, primary screen, CHO-K1 cells, Fluo-8 calcium fluorescence. activation, % at 3 µM. CHO-K1 hM4/Gqi5; vehicle 0%, full acetylcholine response 100%. Muscarinic acetylcholine receptor M4 (Homo sapiens), P08173. 0.14% of 360,000 active;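 active = activation above the run mean over all test wells plus 3 SD, cut at about 32% in these data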;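 also: peak over basal fluorescence ratio per well then scaled between controls; 0% = DMSO wells and 100% = acetylcholine at EC100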
Target sequence (P08173 whole entry, looked up): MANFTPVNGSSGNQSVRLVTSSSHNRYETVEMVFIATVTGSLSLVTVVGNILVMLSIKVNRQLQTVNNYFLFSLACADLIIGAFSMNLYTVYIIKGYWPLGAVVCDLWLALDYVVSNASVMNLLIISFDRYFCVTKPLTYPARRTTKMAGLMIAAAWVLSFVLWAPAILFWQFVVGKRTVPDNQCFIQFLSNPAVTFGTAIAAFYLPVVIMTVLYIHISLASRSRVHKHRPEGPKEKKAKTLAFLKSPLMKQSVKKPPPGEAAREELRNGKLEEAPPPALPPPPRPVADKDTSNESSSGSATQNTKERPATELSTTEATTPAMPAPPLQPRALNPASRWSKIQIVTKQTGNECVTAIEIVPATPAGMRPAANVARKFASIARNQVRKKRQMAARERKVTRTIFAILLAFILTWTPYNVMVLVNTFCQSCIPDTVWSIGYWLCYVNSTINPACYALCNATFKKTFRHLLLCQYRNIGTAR
CHRM1 PAM – human M1 muscarinic receptor positive allosteric modulators, primary screen, CHO-K1 cells, Fluo-8 calcium fluorescence, 1536-well; activation, % at 3 µM; 0.088% of 360,000 active; AID 588819, 2011; CHO-K1 hM1, ACh EC20; 0% = ACh EC20, 100% = maximal ACh; in the data active = activation above about 19%, passing the limit was not always enough
CHRM4 antagonist – human M4 muscarinic receptor antagonists, primary screen, CHO cells, Fluo-8 calcium fluorescence; Muscarinic acetylcholine receptor M4 (Homo sapiens), P08173; CHO-hM4 cells, ACh EC80; inhibition, % at 3 µM; 0.73% of 360,000 active; AID 624125, 2012;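 active = inhibition above its plate's cutoff, the mean inhibition of sample wells plus 3 SD, cut at about 27% in these data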;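 also: 0% = acetylcholine EC80 with DMSO and 100% = DMSO without agonist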
CHO-K1 Ca antag – counter-screen for M1 antagonists: effect in parental CHO-K1 cells. ATP-induced calcium, Fluo-8 fluorescence. AID 602250. inhibition, % at 3 µM. 0.6% of 360,000 active;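 active = inhibition above a per-plate cutoff, the plate's mean sample inhibition plus 3 SD, cut at about 24% in these data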;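 also: 0% = DMSO plus EC80 ATP and 100% = DMSO alone without ATP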
CHO parental Ca – ATP-evoked calcium signal inhibitors, parental CHO, primary screen, counter-screen for OX1R antagonist project, cell-based, fluorescence, Fluo-8 calcium dye; parental CHO-K1, ATP-induced calcium, Fluo-8 fluorescence; inhibition, % at 5.6 µM; 0.63% of 330,000 active;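 active = inhibition above that plate's mean sample inhibition plus 3 SD, cut at about 26% in these data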;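 also: 0% = ATP-challenged DMSO wells and 100% = DMSO wells without ATP; some compounds past the cut are filed as inactive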
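Assay system: untransfected parental CHO cell line. Also added: ATP agonist challenge. Dosing: one dose, 5.6 µM nominal. Measured by: Fluo-8 fluorescence. Read-out: % inhibition. Benchmarks: ATP wells versus no-ATP DMSO wells. Repeats: no replicates.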
* = called active by the depositor; / = no result given.

SMILES	OXTR potentiate	CHRM1 antagonist	M1 ag parental	CHRM1 agonist	M4 ag	CHRM1 PAM	CHRM4 antagonist	CHO-K1 Ca antag	CHO parental Ca
CCCCOC(=O)C1=C(C)NC2(O)c3ccccc3C(=O)C12O (stereo not given)	-5	-12	0.5	-3	1	6	0	-5	-10
COc1ccc(/C=C/C(=O)ONC2=NCCCCC2)cc1OC	-14	1	0.2	-4	0	-1	4	-4	-2
CCCNC(=O)CN(C)C(=O)c1n[nH]c2ccccc12	3	-1	2.4	-3	0	4	5	13	8
C=CCC1CCCCC12NC(=O)N(c1ccccc1)N2 (stereo not given)	1	3	0.1	-4	0	1	-1	-7	-6
CN(C1CCS(=O)(=O)C1)S(=O)C12CC3CC(CC(C3)C1)C2 (stereo not given)	-1	-15	0.2	-2	1	9	3	-13	0
CCc1c(C)nc2c(C#N)c(C)[nH]n2c1=O	0	-28	0.4	2	1	14	1	6	1
COC(=O)c1[nH]c2ccccc2c1NC(=O)CN1CCCCCC1	-9	7	0.9	-3	4	-1	3	-8	-2
COc1ccccc1CNC(=O)COn1nnc2ccc(S(=O)(=O)N3CCOCC3)cc21	-8	-6	1.9	-3	3	3	8	-9	-4
Cc1ccc(/C=C/C(=O)NC(=S)Nc2ccccc2C(=O)NC2CCCCC2)cc1	4	-6	0.3	-6	1	-1	6	9	-14
O=C1NC2c3c(Cl)sc(Cl)c3C(=O)C2O1 (stereo not given)	/	-28	-0.2	5	1	28*	-11	-8	/
COC(=O)c1cccc(COC(=O)c2cccnc2SC)c1	-27	-3	-0.2	1	0	3	-7	19	-24
Cc1ccc(C(=O)CN(C(=O)c2ccc(Cl)c(Cl)c2)N2C(=O)C3CCCCC3C2=O)cc1 (stereo not given)	-6	-1	0.4	-5	1	2	-4	-10	-10
CN(C)/C=C/C(=O)C(F)(F)F	-4	-2	-0.2	-3	1	5	-3	4	-4
Cc1cc(=O)n2nc(N3CCCC(C(=O)NCc4ccccc4Cl)C3)sc2n1 (stereo not given)	-4	-6	0.6	-12	-1	8	-5	-16	-16
Cc1cccc(C(=O)O/N=C(\c2ccccc2)c2cccnc2)c1	-3	0	1.6	-4	3	4	-8	-2	-18
CC(C)CCNC(=O)c1ccc2c(c1)ncn2C1CCCCC1	-5	-4	0.5	-5	1	3	-7	13	4
C=CCn1c(SCC(=O)N(CC)C2CCS(=O)(=O)C2)nnc1-c1ccccc1 (stereo not given)	-2	-3	0.1	-6	1	7	-9	7	3
O=C(COC(=O)c1ccccc1NC(=O)c1ccco1)NCc1ccc2c(c1)OCO2	-4	2	2.5	-3	2	2	5	-5	-33
Cn1ncc2c(Nc3cc(Cl)cc(Cl)c3)ncnc21	-6	-2	1.9	-2	4	2	1	10	-8
O=C(NCCCN1CCOCC1)c1sc2cc([N+](=O)[O-])ccc2c1Cl	-8	-14	2.0	-6	1	10	-1	-4	-9
CNS(=O)(=O)c1cc(C(=O)O)ccc1OC	-25	-5	-0.3	-4	1	3	-2	5	2
CCOc1ccc(S(=O)(=O)N2CCC(C(=O)NCc3ccccn3)CC2)cc1C	-7	-16	0.5	-8	1	6	-6	-20	-2
Cc1cccc(C)c1NC(=O)CNC(=O)c1c(-c2ccccc2)noc1C	0	19	-0.2	-1	1	1	0	10	-11
COc1ccc(OCCNC(=O)C(c2ccccc2)c2ccccc2)cc1	-11	-2	2.0	-4	1	5	2	2	-19
Cc1cc(Cl)ccc1OCCCC(=O)N1CCN(S(=O)(=O)c2ccccc2)CC1	-14	0	1.1	-1	10	1	-3	6	-23

The list continues:
SMILES	OXTR potentiate	CHRM1 antagonist	M1 ag parental	CHRM1 agonist	M4 ag	CHRM1 PAM	CHRM4 antagonist	CHO-K1 Ca antag	CHO parental Ca
CC(Sc1nnc(Cc2cccs2)n1C1CC1)C(=O)NC1CCS(=O)(=O)C1 (stereo not given)	/	-12	0.9	-3	0	9	15	9	/
O=[N+]([O-])c1ccccc1OC/C(=N\O)c1ccccc1	1	-6	1.3	-4	1	6	13	-15	-10
O=C(NC1CCCC1)C(c1ccccn1)N(C(=O)c1csnn1)c1ccccc1F (stereo not given)	-1	-19	0.8	1	1	13	-16	-8	-15
O=C(Nc1ccccc1F)C1CCCN(S(=O)(=O)c2ccccc2)C1 (stereo not given)	3	-5	2.4	-3	1	5	-2	-9	-2
N#Cc1c2n(c3c(=O)n(Cc4ccccc4)cnc13)CCCC2	2	6	0.5	-3	1	1	-3	-6	-6
CCCCCOC(=O)Cn1c(N2CCCCCC2)nc2c1c(=O)[nH]c(=O)n2C	-4	-11	0.5	-4	0	6	-4	5	-24
CN1CCN(C2=C(Cl)C(=O)N(Cc3ccccc3)C2=O)CC1	-1	27*	2.6	-6	2	-26	11	-3	-16
CCN(CC)c1ccc(/C=N/N2CCN(Cc3ccccc3Cl)CC2)c(O)c1	0	-2	4.1	1	0	3	-4	-5	-9
COc1ccc(-c2csc(NC(=O)CCN3C(=O)C4CC=CCC4C3=O)n2)cc1OC (stereo not given)	-1	-1	3.0	1	10	-1	0	4	-27
O=C(Nc1cccc(C(=O)O)c1)/C(=C\c1ccc2c(c1)OCO2)NC(=O)c1ccc(Br)cc1	1	-3	-0.6	-3	1	11	-5	4	-8
Cc1ccc(-n2ncc3c(N4CCN(c5ccc(F)cc5)CC4)ncnc32)c(C)c1	-8	2	3.5	2	7	0	-6	-23	-8
Cc1[nH]ccc(=O)c1OCc1c(F)cccc1Cl	4	-3	0.1	-6	0	5	2	10	-8
C=CCn1c(COc2ccc(F)cc2)nnc1SC(C)C(=O)NCC1CCCO1 (stereo not given)	-8	-7	0.0	-6	0	3	-6	-21	-42
O=C(c1ccc([N+](=O)[O-])o1)N1CCN(c2nc3c(Cl)cccc3s2)CC1	-9	-5	1.4	-4	3	-2	2	-2	-22
CCOc1ccc(NC(=O)CN2C(=O)CCSc3ccc(S(=O)(=O)N4CCCC4)cc32)cc1	0	-9	7.0	-5	0	6	-1	4	9
COc1ccc(Cn2c(=S)[nH]c3cc(C(=O)N4CCN(c5ccccc5)CC4)ccc3c2=O)cc1	-3	-7	0.9	1	0	5	4	-19	3
CN1/C(=C\C(=O)C[n+]2cccc(C(N)=O)c2)C(C)(C)c2ccccc21	-5	-2	2.4	-8	1	12	-5	-9	-1
CCc1cccc(NC(=O)Cn2c(=O)c3cccn3c3ccccc32)c1	-8	-6	0.3	-1	1	9	-5	3	1
CC(C)NC(C(=O)Nc1cc(Cl)cc(Cl)c1)c1ccccc1 (stereo not given)	-1	14	0.2	-3	0	-4	-1	2	-37
Cc1ccc(S(=O)(=O)N2CCN(C(=O)COC(=O)/C=C/c3ccc(Cl)cc3)CC2)c(C)c1	/	-5	0.8	-1	3	9	1	-14	/
CSc1cccc(NC(=S)NC(=O)CCc2ccccc2)c1	-9	20	7.8	-2	0	-10	1	4	-19
O=C(COC(=O)c1cccc(C(F)(F)F)c1)NC(=O)NC1CCCC1	-9	-8	0.1	-2	1	7	11	-13	-8
COCCNC(=O)C(=O)NNC(=O)CCc1ccccc1	-4	-6	0.4	-3	0	6	-4	-19	3
COc1cccc(CN(CC(=O)NC2CCCC2)C(=O)Cn2nnc(-c3cccs3)n2)c1	-11	-11	1.4	-2	3	9	6	-6	-31
CCc1ccc(NS(=O)(=O)c2ccc(OC)c(C)c2)cc1	-7	-3	2.0	-5	5	3	-4	-18	-22

Remaining list, next part.
SMILES	OXTR potentiate	CHRM1 antagonist	M1 ag parental	CHRM1 agonist	M4 ag	CHRM1 PAM	CHRM4 antagonist	CHO-K1 Ca antag	CHO parental Ca
C=CCn1c(C)c(C(C)=O)c(N2CCOCC2)nc1=S	-2	-10	0.3	-8	1	-6	1	-4	5
O=C1C=C(c2cccc(CO)c2)C[C@@H](c2ccc(Cl)cc2)C1	-6	0	2.1	-3	7	7	0	-14	-16
COc1ccc(NC(=S)N2CCC(C(O)(c3ccccc3)c3ccccc3)CC2)cc1	0	-2	-0.5	-8	1	-5	-15	-9	-12
CCCN1C(=O)N(c2cccc(C)c2)C(C)(O)CC1(C)C (stereo not given)	-1	-19	0.6	-5	-1	11	4	-6	-19
COc1ccc(C(=O)N/C(=C/c2cccnc2)C(=O)NCc2ccco2)cc1OC	-6	3	3.6	-4	0	-1	0	2	-7
COc1ccc(NC(=S)NNC(=O)c2cccnc2)cc1OC	4	3	0.0	-4	1	-1	2	-5	-8
O=C(CNS(=O)(=O)c1ccc2ccccc2c1)OCC(=O)c1ccc(Br)s1	-2	7	0.2	-3	0	-4	16	-1	18
CCCN(CC(=O)Nc1ccccc1C)C(=O)C1CC(=O)N(c2ccc(C)cc2)C1 (stereo not given)	/	-12	0.0	-4	2	6	-14	4	/
CSc1ccc(CCNC(=O)CN2C(=O)CCSc3ccccc32)cc1	-1	-8	2.6	-3	4	4	-2	4	-5
Nc1ccc(C(=O)N/N=C/c2cn(Cc3ccccc3F)c3ccccc23)cc1	/	19	5.5	2	10	-4	0	-3	/
COc1ccc(OC)c(C(=O)CSc2nc3ccccc3n2CC(=O)NC(C)(C)C)c1	-14	-10	0.7	2	1	8	2	-4	-26
CCCc1cc(=O)[nH]c(SCC(=O)Nc2ccc(C)cc2)n1	-4	-7	1.0	-2	0	7	7	-11	1
Cc1nnc(SCCN2C(=O)c3ccccc3C2=O)[nH]c1=O	-6	-28	0.0	-3	1	6	-12	-14	-8
CC1(C)CC(=O)C(CCC(=O)c2ccccc2)C(C)(C)N1 (stereo not given)	4	-4	-0.1	-6	1	1	-4	1	-12
O=C(CCc1nc2ccccc2s1)c1ccccc1	-8	-11	0.7	-6	0	10	12	-6	-12
COc1cc(C2c3c(oc4ccccc4c3=O)C(=O)N2Cc2ccncc2)ccc1O (stereo not given)	-9	3	0.0	-3	1	-1	2	2	-4
COc1ccc(C(Nc2ccc(S(=O)(=O)N3CCOCC3)cc2)C(=O)NCCC(C)C)cc1OC (stereo not given)	1	-5	3.0	-3	5	1	-9	-7	-1

In a second layout: results already given.
Every second line gives: OXTR potentiate	CHRM1 antagonist	M1 ag parental	CHRM1 agonist	M4 ag	CHRM1 PAM	CHRM4 antagonist	CHO-K1 Ca antag	CHO parental Ca
O=C(CNS(=O)(=O)c1ccc2ccccc2c1)OCC(=O)c1ccc(Br)s1
 : -2	7	0.2	-3	0	-4	16	-1	18
CSc1ccc(CCNC(=O)CN2C(=O)CCSc3ccccc32)cc1
 : -1	-8	2.6	-3	4	4	-2	4	-5
COc1ccc(C(Nc2ccc(S(=O)(=O)N3CCOCC3)cc2)C(=O)NCCC(C)C)cc1OC (stereo not given)
 : 1	-5	3.0	-3	5	1	-9	-7	-1
CC1(C)CC(=O)C(CCC(=O)c2ccccc2)C(C)(C)N1 (stereo not given)
 : 4	-4	-0.1	-6	1	1	-4	1	-12

Source: PubChem BioAssay (The Scripps Research Institute Molecular Screening Center)
